High-throughput results deposited in PubChem BioAssay by several laboratories.
Ba/F3 V617F tox: loss of viability in JAK2V617F-driven Ba/F3 cells. Ba/F3 EpoR-JAK2V617F viability, ATP luminescence. 220,000 compounds, 1.1% hits. inhibition, % at 5.6 µM;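 active = inhibition above the campaign mean plus 3 SD over all tested compounds, cut at about 24% in these data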;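 note: cytokine-independent growth of Ba/F3 cells driven by EpoR plus mutant JAK2; 0% = DMSO-treated cells and 100% = JAK inhibitor I control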
PERK inhibitor: human PERK inhibition, primary cell-based screen | 220,000 compounds, 0.17% hits | Q9NZJ5 | CHO PERK-DD fusion, SEAP luminescence translation reporter | AID 1416 | inhibition, % at 5.6 µM;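 active = inhibition above the mean inhibition of all tested compounds plus 3 SD, set separately per screening campaign, cut at about 2.9% in these data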;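 note: PERK kinase domain activated by AP20187 dimerizer at 100 nM; 0% = DMSO with dimerizer and 100% = rapamycin at 8.4 µM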
S1P4 antag: blocks the human S1P4 receptor; 220,000 compounds, 0.26% hits; inhibition, % at 4.98 µM; O95977; S1P4-expressing cells, antagonist mode, reporter read-out; in the data active = inhibition above about 29%;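 note: 0% = wells stimulated with agonist and 100% = vehicle wells without agonist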
TRPN1 ag: activates the zebrafish TRPN1 channel | 220,000 compounds, 0.18% hits | activation, % at 3 µM | HEK293 zebrafish TRPN1-YFP, Fluo-8 calcium fluorescence; 100% = response to 87 µM carbachol | AID 1424;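 active = activation above its plate's cutoff, the mean activation of test wells on that plate plus 3 SD, cut at about 19% in these data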;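 note: 0% = DMSO alone and 100% = 87 µM carbachol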
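System: zebrafish TRPN1-YFP in HEK293 cells / Dosing: 3 µM single point / Timing: dye loading 1 h at 37 °C, then 30 min room temperature / Signal: Fluo-8 calcium fluorescence, excitation 470-495 nm, emission 515-575 nm / Read-out basis: percent activation from peak over basal fluorescence ratio, control-normalized / Control set: high carbachol 87 µM, low DMSO alone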
m-calpain inh: blocks pig calpain II enzyme activity. inhibition, % at 16 µM. 220,000 compounds, 0.37% hits. purified calpain II, fluorogenic peptide substrate, 30 min;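 active = inhibition above about 50%, limit read from the data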
S1P4 agonist: agonists of human S1P4 receptor. O95977. S1P4-expressing cell line, agonist reporter assay. activation, % at 4.98 µM. 220,000 compounds, 0.35% hits. AID 1509; in the data active = activation above about 11%;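 note: 0% = DMSO vehicle and 100% = reference agonist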
EP2 mod: modulators of human EP2 prostaglandin E2 receptor. 260,000 compounds, 0.83% hits. induction, % at 25 µM. EP2-expressing cells, cAMP HTRF FRET, PGE2 co-stimulation. AID 940. P43116;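 active = compounds whose cAMP rise, as percent of the full-agonist control response, exceeds 60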;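 note: rat C6 glioma line stably carrying human EP2 under a CMV promoter; the protocol text gives 20 µM as final concentration; 100% = response of wells given 1 µM PGE2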
Target sequence (P43116 whole entry, looked up): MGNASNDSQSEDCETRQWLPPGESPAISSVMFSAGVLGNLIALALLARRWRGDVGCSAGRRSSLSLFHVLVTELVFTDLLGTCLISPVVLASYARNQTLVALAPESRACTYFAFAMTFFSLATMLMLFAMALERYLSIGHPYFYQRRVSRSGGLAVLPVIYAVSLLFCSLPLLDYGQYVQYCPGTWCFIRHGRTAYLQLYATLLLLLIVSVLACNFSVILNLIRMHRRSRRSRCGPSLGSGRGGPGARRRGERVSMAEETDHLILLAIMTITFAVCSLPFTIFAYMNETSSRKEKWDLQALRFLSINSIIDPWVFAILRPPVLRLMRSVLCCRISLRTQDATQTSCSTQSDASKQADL
BaF3 tox: parental Ba/F3 viability inhibition as JAK2V617F counter-screen | inhibition, % at 5.6 µM | AID 1486 | 220,000 compounds, 1.1% hits | CellTiter-Glo ATP luminescence;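 active = inhibition above a per-campaign cutoff, the mean inhibition of all tested compounds plus 3 SD, cut at about 27% in these data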;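 note: 0% = DMSO wells and 100% = JAK Inhibitor I control wells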
TRPML3 agonist: human mucolipin-3 channel agonism. activation, % at 3 µM. HEK293 TRPML3-YFP, Fluo-8 calcium fluorescence; 100% = the carbachol control signal. Q8TDD5. 220,000 compounds, 0.29% hits;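 active = activation above its plate's cutoff, the mean activation of the plate's test wells plus 3 SD, cut at about 12% in these data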;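 note: 0% = DMSO only wells and 100% = carbachol wells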
Target sequence (Q8TDD5 whole entry, looked up): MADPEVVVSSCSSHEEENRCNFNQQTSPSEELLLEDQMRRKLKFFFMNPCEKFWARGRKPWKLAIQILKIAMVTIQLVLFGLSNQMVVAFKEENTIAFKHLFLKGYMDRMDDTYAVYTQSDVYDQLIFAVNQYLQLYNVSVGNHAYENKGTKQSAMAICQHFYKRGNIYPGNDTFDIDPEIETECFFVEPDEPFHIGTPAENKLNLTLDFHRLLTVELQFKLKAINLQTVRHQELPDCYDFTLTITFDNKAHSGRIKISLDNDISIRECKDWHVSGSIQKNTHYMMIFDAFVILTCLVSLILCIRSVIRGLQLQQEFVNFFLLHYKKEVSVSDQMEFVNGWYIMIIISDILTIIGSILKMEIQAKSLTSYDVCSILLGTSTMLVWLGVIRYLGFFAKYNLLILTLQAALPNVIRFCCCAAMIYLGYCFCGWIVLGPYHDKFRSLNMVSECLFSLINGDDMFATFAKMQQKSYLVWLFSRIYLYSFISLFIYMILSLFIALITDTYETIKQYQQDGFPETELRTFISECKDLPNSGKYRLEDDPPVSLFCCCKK
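Material: TRPML3-YFP stable HEK293 cells | Dosing: One concentration, 3 µM nominal, 0.3% DMSO | Timing: 125 s total fluorescence read per well | Technique: Fluo-8 calcium dye fluorescence, ex 470-495, em 515-575 nm | Measure: Percent activation from peak-to-basal fluorescence ratio, scaled between DMSO and carbachol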
An asterisk follows results filed as active; nt = no result given; & = joins results of further samples.

SMILES	Ba/F3 V617F tox	PERK inhibitor	S1P4 antag	TRPN1 ag	m-calpain inh	S1P4 agonist	EP2 mod	BaF3 tox	TRPML3 agonist
COc1ccc(C(=O)C2CN(C)CC2C(=O)c2ccc(OC)cc2)cc1 (stereo not drawn)	-1	-0.2	-6	-0.4	7	0.8	-6	4	0.1
O=C(Cc1ccccc1)Oc1ccc(N2C(=O)CCC2=O)cc1	-4	2.5	-13	2.6	14	1.9	15	3	0.9
CCOc1ccc(N2C(=O)NC(=O)/C(=C/c3cnc(SC)nc3)C2=O)cc1	4	1.0	-7	0.5	20	-1.2	18	6	0.4
CN1CCN(c2ccc3nccnc3c2)CC1	0	1.1	5	0.8	-162	0.3	9	9	1.1
CCN(C(=O)CN1CC=C(c2ccccc2)CC1)c1c(N)n(Cc2ccccc2)c(=O)[nH]c1=O	0	0.5	13	0.0	3	0.2	13	5	0.1
Cc1ccccc1-n1c(O)c(C=Nc2ccc(N(C)C)cc2)c(=O)[nH]c1=O	0	-1.4	3	0.7	4	0.1	8	3	1.2
Fc1ccc(Cn2nnnc2C(c2ccc(Cl)cc2)N2CC=C(c3ccc(F)cc3)CC2)cc1 (stereo not drawn)	1	1.0	5	-1.6	21	-0.4	4	5	0.3
CCC(=O)N1CCN(CCN=Cc2c(O)n(C)c(=O)n(C)c2=O)CC1	1	0.2	13	0.5	-2	1.4	11	1	0.4
CN(C)C(=O)Oc1cccc2c(OC(=O)N(C)C)cccc12	-5	0.5	9	-0.4	6	-3.0	3	3	0.1
CCCCNC(=O)c1c(N)n(Cc2ccc3c(c2)OCO3)c2nc3ccccc3nc12	-1	0.8	-9	1.7	-21	0.6	53	-1	0.4
CC(C)N1C(=O)/C(=C/C=C/c2ccco2)C(=O)N(Cc2ccco2)C1=O	5	-1.0	-14	3.8	-23	-3.4	-30	5	0.9
Cc1nc2ccccc2c(=O)n1-n1cnnc1	-1	0.5	-6	1.4	-11	-0.3	10	4	0.0

Sorted by molecular weight (rising): some entries from above
SMILES	Ba/F3 V617F tox	PERK inhibitor	S1P4 antag	TRPN1 ag	m-calpain inh	S1P4 agonist	EP2 mod	BaF3 tox	TRPML3 agonist
CN(C)C(=O)Oc1cccc2c(OC(=O)N(C)C)cccc12	-5	0.5	9	-0.4	6	-3.0	3	3	0.1
CCCCNC(=O)c1c(N)n(Cc2ccc3c(c2)OCO3)c2nc3ccccc3nc12	-1	0.8	-9	1.7	-21	0.6	53	-1	0.4
Fc1ccc(Cn2nnnc2C(c2ccc(Cl)cc2)N2CC=C(c3ccc(F)cc3)CC2)cc1 (stereo not drawn)	1	1.0	5	-1.6	21	-0.4	4	5	0.3

More results
SMILES	Ba/F3 V617F tox	PERK inhibitor	S1P4 antag	TRPN1 ag	m-calpain inh	S1P4 agonist	EP2 mod	BaF3 tox	TRPML3 agonist
O=C(N/N=C/c1c(O)n(Cc2ccco2)c(=O)[nH]c1=O)c1ccccc1O	-3	0.6	-4	2.0	-49	-0.4	18	3	0.6
CC(C)CC12CN3CCN(CC(C3)C1O)C2 (stereo not drawn)	-2	0.1	-12	0.9	-18	0.8	6	-1	1.0
CCCCn1c(=O)c(C(=O)Nc2ccccc2)c(O)c2ccccc21	-4	0.0	-1	1.2	-140	0.6	46	9	0.4
O=C1CN=C(c2cccs2)c2c(sc3c2CCCC3)N1	-3	0.0	6	-0.7	12	-2.0	28	6	0.2
Cn1c(O)c(C=NC2CC3CCC2(C)C3(C)C)c(=O)[nH]c1=O (stereo not drawn)	-1	-0.2	13	1.6	5	0.0	10	1	0.3
CN1C2CCC1CC(OC(=O)c1ccc(Cl)cc1)(C(=O)O)C2 (stereo not drawn)	1	0.6	-22	0.5	22	0.6	16	6	-0.2
CCOP(=O)(OCC)/C(C#N)=C/c1ccc(Br)cc1	1	0.5	2	-1.2	6	0.8	-19	3	0.5
CNC(=O)O/N=C(\N)Cc1csc2ccccc12	-4	0.5	-2	1.8	-10	0.6	4	1	0.2
CN1CC=C(c2c[nH]c3ccccc23)CC1	29*	-0.2	-13	1.7	-12	1.0	3	61*	0.1
CN1C(=O)C(=Cc2coc3ccccc3c2=O)C(=O)N(C)C1=O	3	-0.7	-8	2.3	-2	1.5	-58	-4	1.1
Cn1cc(C(=O)c2ccccc2)c2ccccc21	-3	-0.1	-13	-3.1	14	0.3	-13	0	-0.9
CCN(CC)CCN=Cc1c(O)n(Cc2ccccc2)c(=O)[nH]c1=O	-3&-4	1.7&-0.2	0&8	1.2&0.6	-12&-22	-0.5&-2.3	-10&5	0&-1	0.9&1.6
O=[N+]([O-])c1ccc(N2CCNCC2)cc1Sc1ccccn1	1	0.2	3	1.2	6	1.0	-26	9	0.8
COc1cc2ccc(=O)oc2c2ccoc12	1	1.4	3	2.4	-277	0.9	-7&21	8	0.6
O=C1NC(=O)C(=Cc2cc3c(cc2[N+](=O)[O-])OCO3)C(=O)N1	0	1.6	5	0.1	-32	0.2	12	7	1.2
Cc1ccc(-c2nc3ccccc3c(=O)n2-c2ccc(Br)cn2)cc1	-1	0.7	-13	-2.6	15	-1.0	50	6	-0.6
FC(F)(F)c1ccc2c(c1)ncn2C1CCN(Cc2nnnn2C2CCCCC2)CC1	8	-1.7	3	0.8	-59	-1.4	-23&0	10	1.3
CCOC(=O)C1(CCCc2ccccc2)CCN(C2CCC2)CC1	1	1.5	-6	-0.1	-7	-0.3	-16	7	1.0
CCN(CC)CCCNC(=O)c1c(O)c2ccccc2n(Cc2ccccc2)c1=O	0	-0.7	0	0.8	8	1.4	-12	7	0.1
CCC(C)NC(=O)c1c(N)n(Cc2ccc3c(c2)OCO3)c2nc3ccccc3nc12 (stereo not drawn)	-1	-0.6	-10	0.5	nt	4.5	nt	3	0.3
COc1ccc2[nH]cc(CCN(C)C)c2c1	5	0.5	0	0.0	-17	3.1	-14&5	10	1.0
COc1ncccc1C(=O)NCC(CC(=O)O)c1ccccc1 (stereo not drawn)	-4	1.1	-8	-0.6	-46	0.5	33	1	0.9
CN(C)c1nc(-c2ccccc2)[n+](C)s1	3	0.1	-20	0.5	-9	2.0	36	2	0.3
COc1ccc(CCNCc2sccc2C)cc1OC	-3	-0.4	-9	-1.9	17	-3.5	-12	2	-0.1
CCOP(=O)(OCC)C(NC(=O)c1cccc(C)c1)C(Cl)(Cl)Cl (stereo not drawn)	-6	1.1	-8	0.4	23	-0.5	1	2	-0.2
CCCCOP(=O)(OCCCC)/C(C#N)=C(/C)O	2	1.2	-2	0.7	2	-2.2	12	8	0.6
Cc1ccsc1C(=O)C1CCCN(Cc2sc(N(C)C)nc2Cl)C1 (stereo not drawn)	2	-0.2	-9	0.8	23	-0.2	-30	10	1.1
O=c1[nH]c(=O)n(-c2ccc(F)cc2)c(O)c1C=NCCN1CCCCC1	0	1.1	-2	0.2	-10	0.6	-24	0	0.9
O=C(NC(c1ccc(Cl)cc1)P(=O)(Oc1ccccc1)Oc1ccccc1)OCc1ccccc1 (stereo not drawn)	1	0.1	0	0.2	-10	-0.1	14	4	-0.1
O=C1NC(=O)N(CCc2ccc(F)cc2)C(=O)/C1=C/C=C/c1ccccc1	1	1.9	9	1.1	3	-0.8	-35	0	0.4
CCOC(=O)C(O)(c1ccc(NC(=O)NC)cc1)C(F)(F)F (stereo not drawn)	2	0.4	-11	3.0	-7	2.3	-8	0	0.8
S=c1[nH]c2ccccc2[nH]1	1	0.3	-13	0.2	-8	1.7	20	2	0.6
O=c1c2ccccc2ncn1-c1ccc([N+](=O)[O-])c(C(F)(F)F)c1	-2	0.3	-11	-0.7	-4	1.3	-22	1	0.4
CN1C(=O)C(=Cc2ccc(N3CCOCC3)o2)C(=O)N(C)C1=O	3	-0.1	-14	18	23	0.2	1	2	1.6
CCOc1cc(C2C(C#N)=C(N)Oc3c2c(=O)oc2ccccc32)ccc1OC(=O)c1cccs1 (stereo not drawn)	3	1.2	-7	0.5	-33	0.9	47	8	0.9
CCOC(=O)C1C(=O)N(C)C2(C)CC1c1ccccc1O2 (stereo not drawn)	-4	0.2	-4	0.3	-29	-2.2	4	0	0.0
CC(=NC1CCN(Cc2ccccc2)CC1)c1c(O)n(C)c(=O)n(C)c1=O	-1	0.7	-35	0.5	24	0.0	6	1	1.7
O=C1NC(=S)N(c2ccc(F)cc2)C(=O)/C1=C\c1ccoc1	-1	1.5	-4	1.8	-109	1.0	34	2	1.6
O=C(/C=C/c1ccc2c(c1)OCO2)c1c(O)n(CCC2=CCCCC2)c(=O)[nH]c1=O	-4	0.9	1	-1.2	-93	2.7	14	2	0.9
CCCCNC(=O)Nc1ccc(C(O)(C(=O)OC)C(F)(F)F)cc1 (stereo not drawn)	-3	0.1	-15	0.8	14	-1.8	-7	-1	0.3
CCOC(=O)c1ccc2c(c1)n(Cc1ccccc1)c(C)[n+]2CC	18	0.0	1	0.4	-11	-1.1	24	27*	0.5
CC(C)(C)C(=O)OC[N+](C)(C)CCOC(=O)C(O)(c1ccccc1)C1CCCC1 (stereo not drawn)	-4	0.6	-28	0.6	-28	0.8	20	0	0.6
CCOP(=O)(Cc1cc(C(=O)CC)c(C)o1)OCC	-3	1.3	-9	0.5	-15	-1.6	6	-3	0.2
CCOC(=O)C(O)(c1ccc(NC(=S)NC(=O)c2ccc(Cl)cc2Cl)cc1)C(F)(F)F (stereo not drawn)	4	-0.1	6	16	31	0.0	-54	13	6.8
Cc1c(C(=O)C(=O)N2CCC3(CC2)OCCO3)c2ccccc2n1C	1	-0.1	8	1.4	-20	0.0	-18	6	1.0
CN1CCN(C(=O)COc2ccc(C(C)(C)C)cc2Br)CC1	0	0.8	8	-1.7	-4	1.0	-4	3	1.1
O=C1/C(=C/c2cccnc2)N2CCC1CC2	2	0.6	-2	0.0	-11	0.8	19	8	-0.5
CCCC[N+]12CCC(CC1)C(Cc1ccccc1)C2 (stereo not drawn)	20	0.0	15	-1.2	-11	-0.9	7	31*	0.7
Cn1c(O)c(/C=N/N2CCOCC2)c(=O)[nH]c1=S	-4	-0.3	13	1.0	32	-1.1	-6	4	0.0
Cc1ccc2c(c1)C1CN(C)CCC1N2C(=O)c1cccnc1Cl (stereo not drawn)	-2	2.6	-1	2.4	-17	0.3	25	-4	0.8
O=C1NC(=O)C(=C/C=C/c2coc3ccc(Br)cc3c2=O)C(=O)N1	3	1.5	3	11	20	1.1	-14	-2	5.6
NC(Cc1nc2ccccc2[nH]1)c1ccc(Cl)cc1 (stereo not drawn)	-1	-0.2	-14	0.2	-17	-0.4	-14	-2	0.6
O=C1c2ccccc2C(=O)N1Cc1nc2ccccc2c(=O)n1-c1ccc(Br)cn1	-1	0.3	9	1.1	2	1.2	50	1	0.0
Cn1cccc1CN1CCN(C(=O)COc2ccccc2)CC1	-4	-0.3	-20	1.0	14	-0.9	20	1	1.0
Cc1nc2sccc2c(=O)n1-c1ccccc1Cl	-4	0.5	-15	0.3	12	0.5	9	-2	-0.1
c1ccc(CN2CCN(Cc3ccc4c(c3)OCCO4)CC2)cc1	4	0.0	-5	0.9	2	-3.7	-13	10	0.1
Cc1ccc(Cn2nnnc2CN2CCC(n3nnc4ccccc43)CC2)cc1	-1	-0.9	-14	1.7	14	-0.2	6	3	0.7
O=c1[nH]c(=O)n(CCC2=CCCCC2)c(O)c1/C=N/Nc1cccc2ccccc12	-3	0.7	1	0.6	-54	0.3	3	-5	0.3

These rows are one share of the data; rates above refer to the full screens.
